bIAP act: increases bovine intestinal alkaline phosphatase activity. AID 1016. purified bovine IAP, CDP-star luminescence, 30 min; hits give high values; fold of DMSO-control signal, blank-subtracted. activation factor at 20 µM. actives 0.17% (n = 200,000);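 active means activation factor of 2 or more at 20 µM, a signal rise over negative controls twice the positive control's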
PMI activator: increases human mannose-6-phosphate isomerase activity. P34949. purified human PMI, coupled resazurin fluorescence, 20 min; hits give high values; 1 = vehicle control, 0 substrate-free wells. activation factor at 20 µM. actives 0.005% (n = 190,000). AID 1214;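 active means activation factor of 2 or more at 20 µM, relative to plate controls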
Target sequence (P34949 whole entry, looked up): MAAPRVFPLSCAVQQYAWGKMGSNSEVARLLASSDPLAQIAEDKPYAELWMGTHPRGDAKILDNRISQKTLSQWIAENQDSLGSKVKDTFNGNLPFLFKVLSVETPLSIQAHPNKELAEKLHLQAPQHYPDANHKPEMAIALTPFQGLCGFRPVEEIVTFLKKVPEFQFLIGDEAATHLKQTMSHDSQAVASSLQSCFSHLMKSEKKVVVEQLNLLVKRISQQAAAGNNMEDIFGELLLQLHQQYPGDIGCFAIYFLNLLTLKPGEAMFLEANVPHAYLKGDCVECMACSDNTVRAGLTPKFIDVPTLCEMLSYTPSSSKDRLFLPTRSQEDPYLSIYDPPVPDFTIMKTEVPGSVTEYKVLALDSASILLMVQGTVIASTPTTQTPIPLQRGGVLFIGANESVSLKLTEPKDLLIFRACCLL
TNAP act hiacc: activators of human TNAP at high phosphate acceptor concentration. purified TNAP, CDP-star luminescence, 1 M DEA, 30 min; hits give high values; 0 = EDTA background, 1 = DMSO-only activity. P05186. 200,000 tested, under 10 active. activation factor at 20 µM;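 active means activation factor at least 2 at 20 µM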
Target sequence (P05186 whole entry, looked up): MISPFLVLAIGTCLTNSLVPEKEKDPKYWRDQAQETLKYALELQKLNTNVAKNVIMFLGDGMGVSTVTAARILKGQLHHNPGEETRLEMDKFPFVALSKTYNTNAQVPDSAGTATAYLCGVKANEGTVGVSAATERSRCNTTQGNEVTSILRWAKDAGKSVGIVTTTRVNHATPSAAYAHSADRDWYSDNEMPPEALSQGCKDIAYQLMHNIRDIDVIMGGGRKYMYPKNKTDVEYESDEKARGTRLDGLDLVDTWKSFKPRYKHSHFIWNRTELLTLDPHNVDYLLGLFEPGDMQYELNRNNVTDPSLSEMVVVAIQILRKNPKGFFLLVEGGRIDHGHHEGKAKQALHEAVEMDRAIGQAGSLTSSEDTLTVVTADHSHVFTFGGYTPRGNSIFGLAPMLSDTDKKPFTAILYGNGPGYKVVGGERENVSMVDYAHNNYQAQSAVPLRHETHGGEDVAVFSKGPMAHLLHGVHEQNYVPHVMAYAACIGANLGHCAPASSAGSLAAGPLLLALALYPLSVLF
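Control set: EDTA negative control, DMSO positive control / Assay system: human TNAP / Quantity: TNAP 1/800 final / Evaluation: TNAP activation factor scaled between EDTA and DMSO control wells / Measured by: luminescent substrate turnover signal / Compound dosing: one dose, 20 µM / Times: 30 min enzyme reaction at room temperature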
PMI act satM6P: PMI (human) activation, high substrate. P34949. coupled PMI enzyme assay, resazurin fluorescence, 20 min; hits give high values; 1 = untreated enzyme, 0 = substrate-free blank. activation factor at 20 µM. actives 0.34% (n = 190,000). AID 1216;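 active means activation factor of 2 or more at 20 µM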
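Test system: human phosphomannose isomerase with PGI, G6PDH, diaphorase coupling enzymes; Amount: PMI at 15 ng/mL final; Reagent: Mannose-6-phosphate 1.0 mM (near-saturating) plus 0.22 mM NADP+; Timing: 20 min, room temperature; Technique: resorufin fluorescence at Ex 544/Em 590 nm; Dosing: 20 µM single dose.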
Diaphorase inh: counter-screen for diaphorase-based assays: diaphorase inhibitors and chemical oxidizers; actives 0.69% (n = 190,000); diaphorase resazurin-to-resorufin fluorescence, NADH, 16 min; bacterial (C. kluyveri) enzyme, not human; inhibition, % at 20 µM;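 active means primary screen inhibition at 20 µM above a set limit, cut at about 50% in these data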;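 further: plate controls were DMSO with full reaction for no effect and wells lacking NADH for full effect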
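System: Bacterial diaphorase enzyme (C. kluyveri) | Incubation: 16-min room-temperature incubation before reading | Benchmarks: No-NADH positive control and DMSO neutral control | Measured by: Resorufin fluorescence 544/590 nm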
L major viab: inhibitors of Leishmania major promastigote growth; actives 9% (n = 200,000); Leishmania major promastigotes, resazurin fluorescence viability; inhibition, % at 10 µM; in the data active means inhibition above about 50%;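 further: promastigotes grown with compound for 44 hours at 28 °C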
TNAP inh noacc: inhibitors of human TNAP without phosphate acceptor; actives 0.26% (n = 200,000); inhibition, % at 20 µM; P05186; purified TNAP, CDP-star luminescence, 30 min;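 active means tissue-nonspecific alkaline phosphatase inhibition above about 50% at 20 µM in the single-dose screen, limit read from the data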;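 further: 0% = DMSO negative control and 100% = EDTA positive control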
Diaphorase act: diaphorase activation or chemical reduction counter-screen | Diaphorase/resazurin coupled assay, resorufin fluorescence, 16 min; hits give high values; 1 = vehicle wells, 0 = NADH-free wells | activation factor at 20 µM | actives 0.005% (n = 190,000) | AID 1229;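 active means diaphorase activity raised at least twofold by the compound at 20 µM; inactive means activation factor below 2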
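Test system: Clostridium kluyveri diaphorase, purified enzyme; input: enzyme 0.07 U/mL final; buffer or medium: 50 mM HEPES pH 7.4 with 4.542 mM MgCl2, 0.005% Tween 20; also added: 0.114 mM NADH and 0.1 mM resazurin, final amounts; schedule: 16 min enzyme reaction, ambient temperature; technique: fluorescence of resorufin, 544 nm excitation, 590 nm emission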
TNAP inh hi DEA: blocks human TNAP under high phosphate acceptor concentration; purified TNAP, CDP-star luminescence, 1 M DEA; AID 1135; actives 0.03% (n = 200,000); inhibition, % at 20 µM;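 active means over 50% inhibition of tissue-nonspecific alkaline phosphatase at 20 µM in the single-dose screen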;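 further: plate controls were DMSO wells for no effect and EDTA-quenched wells as full inhibition for full effect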
bIAP inh: intestinal alkaline phosphatase (bovine) inhibition; purified bovine IAP, CDP-star luminescence, 30 min; inhibition, % at 20 µM; 190,000 tested, under 10 active;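 active means over 50% inhibition of intestinal alkaline phosphatase at 20 µM in the single-dose screen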
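Incubation: 30 min reaction at room temperature / Material: purified bovine intestinal alkaline phosphatase (IAP) enzyme / Input: enzyme at 1/65,000,000 dilution / Dosing: 20 µM single dose / Signal: CDP-star luminescence signal / Reagent: CDP-star chemiluminescent phosphatase substrate, 30 µM final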
Active calls of the source: *; · = no result given. Compounds as they come. Share with any hit: about 10%.

The line under a structure holds: bIAP act, PMI activator, TNAP inh noacc, TNAP inh hi DEA, L major viab, Diaphorase inh, bIAP inh, PMI act satM6P, Diaphorase act, TNAP act hiacc
(1) Cc1nn(-c2ccccc2)c(Cl)c1C(=O)Nc1ccccc1
 : 1, 0.9, -8, -3, 2, 14, 1, 0.9, 0.9, 1
(2) C=CCn1cc(C(=O)NCc2cccnc2)c(=O)c2cc(S(=O)(=O)N(CC)CC)ccc21
 : 1, 0.9, -16, -5, 9, 14, 2, 0.9, 0.9, 1.1
(3) COc1ccc(N2CCN(C(=O)c3ccncc3)CC2)cc1
 : 1, 1, -10, -6, 2, -11, 4, 1.2, 1.1, 1.1
(4) O=c1n(-c2ccccc2)c(=O)n2n1CCCC2
 : 0.9, 1, -5, 1, -8, 9, 6, 1, 0.9, 1
(5) COc1ccc(CNCC(O)(c2ccccc2)c2ccccc2)cc1OC
 : 1, 1.1, -13, -5, 15, 0, -2, 1, 1, 1
(6) COc1ccc(Cl)cc1NC(=O)COC(=O)CCCN1C(=O)c2ccccc2C1=O
 : 1.1, 0.8, 3, 3, -3, 20, -6, 0.9, 0.8, 1
(7) CCCN1Cc2cccc(C(N)=O)c2C1=O
 : 1, 0.9, -14, -4, -8, 16, 0, 0.9, 0.8, 1
(8) Clc1cccc(NCc2nnc3n2CCCCC3)c1
 : 0.9, 1, -14, -6, -3, 16, 8, 1, 0.8, 1.1
(9) Cc1cc(C(=O)NCc2ccccc2Br)no1
 : 0.8, 0.9, -6, -1, -4, 8, 17, 1, 0.9, 1
(10) CCOC(=O)C1CCCN(C(=O)CN(c2ccc(OC)cc2)S(=O)(=O)c2c(C)noc2C)C1 (configuration not stated)
 : 1, 1, 17, -2, -3, 10, -3, 0.9, 0.9, 1
(11) Cc1cc(Nc2ccc(F)cc2F)n2ncnc2n1
 : 1, 1.1, 2, -2, -7, 2, -4, 0.9, 1, 1
(12) Cc1cc(C)cc(N(CC(=O)N2CCc3ccccc32)S(=O)(=O)c2c(C)noc2C)c1
 : 0.9, 0.9, -12, -5, -6, 17, 7, 0.9, 0.8, 1
(13) CCC(C)N(C(=O)C(F)(F)F)C(C(=O)NC1CCCCC1)c1ccncc1 (configuration not stated)
 : 1, 1.1, -12, -1, -6, 5, 0, 1.1, 1, 1
(14) Cc1ccc(S(=O)(=O)c2c(N)n(CCCO)c3nc4ccccc4nc23)cc1
 : 1, 0.8, -5, -5, 73*, 21, -2, 0.9, 0.8, 1
(15) O=c1c(-c2cccc3ccccc23)[n+]([O-])c2ccccc2n1O
 : 0.9, 0.9, -6, 1, -2, 20, 12, 0.6, 0.8, 1
(16) CN(C)/C=C(/C(=O)c1ccc(F)cc1)S(=O)(=O)c1ccc(F)cc1
 : 1.1, 1.2, -4, -4, -1, 5, -7, 1.1, 1, 1
(17) CCCCn1c(N)c(-c2nc3ccccc3o2)c2c([N+](=O)[O-])nn(C)c(=O)c21
 : 0.8, 1, 1, 3, -3, 11, 19, 1, 0.9, 1
(18) CN1CCN(C(=O)c2cnn(-c3ccccc3)c2NC(=O)c2ccccc2)CC1
 : 1, 0.9, -9, -6, -7, 12, 3, 0.9, 0.9, 1.1
(19) NC(CSCc1ccccc1Cl)C(=O)O (configuration not stated)
 : 0.9, 1, -6, -3, 16, 3, 15, 1, 1, 1
(20) Cc1ccc(N(CC(=O)NCCSc2ccccn2)S(C)(=O)=O)cc1
 : 1.1, 1, -14, -7, 0, 30, -10, 0.9, 0.7, 1.1
(21) CCn1c(-c2cccnc2Cl)nc2cc(C)c(C)cc21
 : 0.9, 0.9, -7, -4, 10, 5, 8, 1, 1, 1
(22) O=C1N=C(N2CCN(c3ccccc3)CC2)SC1Cc1ccccc1 (configuration not stated)
 : 1.2, 0.9, 0, 1, 4, 13, -19, 0.9, 0.9, 1
(23) Cc1ccc(SCc2nc(N)nc(Nc3ccccc3C)n2)cc1C
 : 0.9, 0.8, 6, 0, 11, 16, 14, 0.8, 0.8, 1
(24) CCC(=O)N(CC(=O)Nc1sc(C)c(C)c1C(N)=O)C1CCCC1
 : 1, 1, -10, -2, -5, 7, 2, 0.9, 0.9, 1
(25) C/C(=N\Nc1nccnc1Cl)c1ccc([N+](=O)[O-])cc1
 : 1, 1, -4, 4, -1, 4, 1, 1, 1, 1
(26) Cc1ncc([N+](=O)[O-])n1Cc1ccccc1
 : 0.9, 0.9, -6, -2, 73*, -2, 8, 1, 1, 1
(27) O=C1Nc2ccccc2C(O)(C(=O)N2CCCCC2)N1c1ccccc1 (configuration not stated)
 : 1, 1.1, -11, -5, 0, 14, 4, 1, 0.9, 1.1
(28) O=C(NCCN1C(=O)S/C(=C\c2ccc(F)cc2)C1=O)c1cccc(S(=O)(=O)N2CCOCC2)c1
 : 0.9, 0.9, -4, -4, 35, 3, 9, 1.1, 1, 1
(29) COc1ccc2c(c1OC)C(=O)OC2
 : 1.1, 1, -13, -4, -7, 3, -10, 1, 1, 1
(30) CN(C(=O)c1cnc(N2CCN(c3ncccn3)CC2)c2ccccc12)c1ccc(Cl)cc1
 : 1.1, 0.9, 12, 0, 30, 17, -9, 0.9, 0.8, 1
(31) c1ccc2sc(NC3=NCN(C4CCCCCC4)CN3)nc2c1
 : 1, 1, -5, -2, 0, 0, 0, 0.9, 1, 1
(32) CCOC1(C)OCC(=O)[C@]2(CCC3C4CCC5=CC(=O)C=CC5(C)C4C(=O)CC32C)O1 (some centres not stated)
 : 1, 0.9, -6, -4, 0, 5, 3, 0.9, 1, 1
(33) Cc1ccc(S(=O)(=O)c2c(C)nn(C(C)(C)C)c2OC(=O)C(C)C)cc1
 : 1.1, 0.9, -2, 0, 10, 14, -5, 0.8, 0.9, 1
(34) O=C1c2ccccc2C(=O)N1CCc1nc(-c2ccncc2)no1
 : 1, 1, -10, -10, 6, 11, 2, 0.9, 0.9, 1.1
(35) Cc1ccc(NC(=O)C2CCCN2C(=O)Oc2ccccc2)c(C)c1 (configuration not stated)
 : 1, 1.1, 3, -4, -7, -21, -2, 1.1, 1.2, 1
(36) COc1ccc(OC)c(CCNC(=O)CN2C(=O)CC(C)(C)S(=O)(=O)c3ccccc32)c1
 : 0.9, 1, -4, -11, 5, 20, 6, 1, 0.8, 1.1
(37) CC(C)CCN1CCN(CC(c2ccccc2)c2ccccc2)CC1CCO (configuration not stated)
 : 1.1, 1, -2, -1, 91*, -4, -12, 1, 1, 1
(38) Cc1cc(C)n(CC(O)CN(c2ccccc2)S(=O)(=O)c2ccccc2)n1 (configuration not stated)
 : 1, 1, -8, -1, 0, 4, -2, 1, 1, 1
(39) CC1(C)NC(=O)N(CC(O)CN2CCOCC2)C1=O (configuration not stated)
 : 0.9, 0.9, -12, -4, -6, 16, 7, 0.9, 0.8, 1
(40) O=C(O)c1cnn2c1NC(c1ccc(F)cc1)CC2C(F)(F)F (configuration not stated)
 : 1, 0.9, -4, 0, -5, 10, 2, 1, 0.9, 1
(41) Cc1ccc(-n2[nH]c(C)c(/C=C3/C=Nc4ccccc43)c2=O)cc1C
 : 0.4, 1, 7, 15, -1, 4, ·, 1, 1, 0.8
(42) N#C/C(=C\C=C\c1ccccc1)C(=O)NCc1ccco1
 : 1, 1, -10, -5, 23, 8, 4, 1, 0.9, 1.1
(43) O=C(NNC1OC(CO)C(O)C(O)C1O)c1cccc(Br)c1 (configuration not stated)
 : 1, 1.3, -13, 7, -11, -2, -1, 1.3, 1, 0.9
(44) COC(=O)/C(=C(/F)Sc1cc(C)c(O)c(C)c1)C(F)(F)F
 : 0.8, 0.9, -4, -4, -7, 26, 22, 0.9, 0.7, 1
(45) Cc1oc(-c2ccc(Cl)cc2)nc1CS(=O)CC(=O)NCCCN(C)C1CCCCC1 (configuration not stated)
 : 1, 1, 5, -4, 100*, 8, -4, 1, 0.9, 1
(46) CCOC(=O)Cn1c(=O)n(Cc2ccco2)c(=O)c2ccc(C(=O)NCCc3ccccc3)cc21
 : 1, 0.8, 0, 1, 11, 49, -4, 0.9, 0.5, 1
(47) COC(=O)c1cc(C#N)c(SCc2ccccc2)nc1C
 : 0.9, 0.9, -1, 0, -4, 20, 7, 0.9, 0.8, 1
(48) CCCCCCCCCCOC(=O)C[N+](C)(C)CC1CCCCC1O (configuration not stated)
 : 1, 1.2, -1, -5, -3, -10, 0, 1.1, 1.1, 1
(49) NC(=O)Cn1cnc(-c2ccccc2)c1
 : 0.9, 1, -10, -10, 20, 22, 7, 0.9, 0.8, 1.1
(50) Cn1cc(Cl)nc1C(O)c1ccccc1 (configuration not stated)
 : 1, 1, -4, 1, -7, 2, 1, 1, 1, 1
(51) Cc1ccc(S(=O)(=O)NNC(=S)Nc2ccccc2)cc1
 : 1.1, 0.9, 1, -8, -4, 0, -7, 1.1, 1, 1.1
(52) CCOC(=O)CN=C(NS(=O)(=O)c1ccc(Cl)cc1)c1ccccc1
 : 1, 0.9, -8, -2, 8, 1, 3, 1, 1, 1
(53) CN(C)S(=O)(=O)c1ccc(C(=O)N(c2ccccn2)c2ccccn2)cc1
 : 0.9, 0.9, -11, -2, -3, 9, 8, 0.9, 0.9, 1
(54) CC1(C)CC(=O)C2=C(C1)Oc1ncn(CCCO)c(=N)c1C2c1ccccc1 (configuration not stated)
 : 1.1, 1, -10, -5, -1, 23, -7, 0.9, 0.8, 1.1
(55) C=C(C)C(=O)OCC(=O)NCc1ccccc1
 : 0.9, 1.1, -8, 1, -5, 4, 12, 1, 1, 1
(56) Cc1cccc(-c2nc3ccccc3c(=O)n2NC(=S)N(C)C)c1
 : 0.9, 0.5, -34, 2, -5, -1, 6, 0.9, 1, 1
(57) O=[N+]([O-])c1ccc(N2CCCCC2)cc1NCCOc1ccccc1
 : 0.9, 0.9, -2, 5, 69*, 14, 7, 0.9, 0.9, 0.9
(58) COC(=O)c1sc2ccccc2c1NC(=O)c1ccc(S(=O)(=O)N2CCC(C)CC2)cc1
 : 0.7, 0.8, -14, -4, 7, 16, 26, 1, 0.8, 1
(59) O=C(CCc1nc2ccccc2c(=O)[nH]1)OCC(=O)c1cccc(Cl)c1
 : 1, 1.1, -18, -2, -8, -1, 4, 1.1, 1, 1
(60) CCOc1ccc2c(c1)OC(c1ccccc1)(C(F)(F)F)NC2=O (configuration not stated)
 : 0.6, 1, -13, -3, -2, 7, 38, 1.1, 0.9, 1
(61) CC1CC(C)CN(S(=O)(=O)c2ccc3c(c2)oc(=O)n3CC(=O)N2CCOCC2)C1 (configuration not stated)
 : 1, 0.9, -12, -3, -7, 18, 3, 1, 0.8, 1
(62) CCCCNC(=S)N1CCn2cccc2C1c1ccc(F)cc1 (configuration not stated)
 : 0.8, 1, -13, -2, 52*, 8, 15, 0.9, 0.9, 1
